Screening data from PubChem.
TDP1 cell noCPT: qHTS for Inhibitors of human tyrosyl-DNA phosphodiesterase 1 (TDP1): qHTS in cells in absence of CPT; DT40 Tdp1-/- hTDP1 cells, no CPT, ATP luminescence, 48 h; Potency, µM (series often up to 46.2 µM), for the others: top-dose activity change, negative = growth inhibition, usual class: inhibitors; 420,000 tested, 15% active; further: nearly all actives have a fitted effect of over 55% in size
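Growth kinetics read by CellTiter-Glo luminescence after ≥48 hr at 37 °C. Cells: DT40 Tdp1-/- stably carrying human TDP1, 400 per well, compound exposure in the absence of CPT (DMSO vehicle).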
KAT2A inh: GCN5L2 (KAT2A) acetyltransferase inhibition. Q92830. GCN5L2 HAT assay, ThioGlo1 CoA-SH fluorescence. Potency, µM (top dose mostly 58.9 µM), inactives show at the top dose activity change, negative = inhibition, most hits filed as inhibitors. 390,000 tested, 0.21% active
Target sequence (Q92830 whole entry, looked up): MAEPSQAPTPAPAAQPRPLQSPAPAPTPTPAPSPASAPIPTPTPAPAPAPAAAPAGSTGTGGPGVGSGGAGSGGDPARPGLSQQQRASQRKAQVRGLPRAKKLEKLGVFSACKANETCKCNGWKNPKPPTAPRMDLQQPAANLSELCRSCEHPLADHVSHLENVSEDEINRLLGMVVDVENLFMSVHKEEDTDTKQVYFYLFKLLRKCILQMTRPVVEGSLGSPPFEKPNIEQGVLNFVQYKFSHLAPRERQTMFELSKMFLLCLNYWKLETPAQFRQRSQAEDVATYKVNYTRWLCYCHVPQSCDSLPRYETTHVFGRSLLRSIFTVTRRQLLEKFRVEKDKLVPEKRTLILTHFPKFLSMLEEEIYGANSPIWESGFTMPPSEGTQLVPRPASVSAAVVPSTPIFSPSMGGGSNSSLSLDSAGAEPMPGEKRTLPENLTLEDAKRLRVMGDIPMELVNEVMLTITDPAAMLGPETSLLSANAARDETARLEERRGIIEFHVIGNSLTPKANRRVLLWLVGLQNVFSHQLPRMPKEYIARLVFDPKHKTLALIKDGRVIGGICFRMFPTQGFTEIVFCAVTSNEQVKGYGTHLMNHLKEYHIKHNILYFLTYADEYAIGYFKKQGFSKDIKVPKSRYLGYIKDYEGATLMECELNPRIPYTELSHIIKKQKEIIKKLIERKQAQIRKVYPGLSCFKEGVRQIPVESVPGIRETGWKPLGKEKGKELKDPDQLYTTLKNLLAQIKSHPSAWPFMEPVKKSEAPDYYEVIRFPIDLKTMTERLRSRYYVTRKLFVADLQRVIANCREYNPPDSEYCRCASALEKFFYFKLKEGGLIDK
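Compounds, pin-transferred from DMSO stocks, meet 20nM GCN5L2 for 15 min before the reaction begins with H3(1-25) peptide (75uM) and acetyl-CoA (70uM). Thiol-reactive ThioGlo1 reports CoA release over 20 min at room temperature.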
TDP1 cell CPT: DT40-hTDP1 cell growth loss with CPT; AID 686979; 420,000 tested, 12% active; Potency, µM (titrated, usually from 46.2 µM), inactives show at the top dose activity change, negative = growth inhibition, most hits filed as inhibitors; chicken DT40 Tdp1-/-;hTDP1 cells + 20 nM CPT, ATP luminescence, 48 h; further: nearly all actives have a fitted effect of over 55% in size
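Cell growth measured by CellTiter-Glo luminescence after a minimum 48 h, 37 C compound exposure with 20 nM CPT in Tdp1-knockout DT40 cells stably expressing hTDP1, seeded 400/well; qHTS titration format.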
Starred values were filed as active, the others as inactive; ? = inconclusive; nt = not tested or not shown; & = joins results of further samples. The call rests on the fitted dose curve; in most records, active means well fitted curve in the direction sought with a large enough effect; inconclusive means small, poorly fitted or top-dose-only effect, or another doubt; inactive means no such curve, though single readings can be large; an effect the other way counts as inactive or inconclusive. On the % scale 0 is the no-effect control and ±100 the full control effect; potency means the concentration at half of the fitted maximal effect. No enrichment for hits; overall some 18% were active at least once.

Under each structure – TDP1 cell noCPT | KAT2A inh | TDP1 cell CPT
1: COn1c2c(c3c4nonc4ccc31)CCCC2
  ? | -3.0% | ?
2: CCOC(=O)C1CCN(S(=O)(=O)CCNC(=O)c2ccc(F)cc2)CC1
  -2.4% | -7.3% | -2.3%
3: COc1ccccc1CN1CC(C(=O)NCc2cc(F)ccc2C)CCC1=O (stereo unspecified)
  0.9% | 2.8% | -5.3%
4: Cc1cc(=O)[nH]c(N/N=C/c2ccc(N(C)C)cc2)n1
  -9.4% | -13.0% | -24.5%
5: CCOc1cc(NC(=O)c2ccccn2)c(OCC)cc1NC(=O)c1ccc(C)cc1
  3.26µM* | -7.0% | 5.17µM*
6: O=C(Nc1ccccc1-c1ccccc1)c1ccc(Cl)c([N+](=O)[O-])c1
  ? | -6.8% | -11.6%
7: O=C1C2CC=CCC2C(=O)N1Cc1ccccc1 (stereo unspecified)
  -9.7% | 0.5% | -0.2%
8: COc1ccc(-c2nnc3ccc(SCC(=O)N4CCCC4)nn23)cc1
  ? | 0.4% | ?
9: Cn1c(=O)c2c(ncn2CC(=O)N2CCN(S(=O)(=O)c3ccc(F)cc3)CC2)n(C)c1=O
  11.4% | -0.3% | -20.6%
10: Cc1ccc(CNC(=O)CCNS(=O)(=O)c2cccc3nonc23)cc1
  -8.7% | -4.3% | 0.3%
11: CCOC(=O)c1sc(-c2ccc(C)cc2)c(C#N)c1C
  4.7% | 1.2% | 5.2%
12: CC(C)OC(=O)c1ccc2nc3ccccc3nc2c1
  ? | 4.4% | 1.3%
13: COCCCn1c(=O)c2sccc2n2c(CCCC(=O)NC3CCC(C)CC3)nnc12 (stereo unspecified)
  ? | 1.7% | ?
14: COC(=O)[C@]12CCCCC=C1N(CCc1ccc(OC)c(OC)c1)C(=O)[C@H](CC(=O)NCCCCc1ccccc1)C2
  16.4µM* | nt | 20.6µM*
15: CN(C(=O)CSc1nc2ccc(NC(=O)c3cccs3)cc2s1)c1ccccc1
  16.4µM* | -4.2% | 23.1µM*
16: CCS(=O)(=O)c1ccccc1C(=O)Nc1ccc(-c2nc3ccccc3s2)cc1
  14.6µM* | -17.2% | ?
17: CCC(C)C(CO)NCCCn1cnc(C(=O)Nc2ccc(C)c(C)c2)n1 (stereo unspecified)
  ? | nt | ?
18: CN(c1cccc(NC(=O)c2ccc(CN3CCc4ccccc4C3)cc2)c1)S(C)(=O)=O
  ? | -29.9% | ?
19: CCOC(=O)N1CCC(Nc2c(NCCCN(CC)c3cccc(C)c3)c(=O)c2=O)CC1
  ? | -4.9% | ?
20: COc1ccc(NC(=O)N2CCCC3(CCN(C(=O)c4ccco4)CC3)C2)cc1
  11.5% | 9.1% | 2.2%
21: O=C(O)CCCCCCNC(=O)c1cncc(O)c1
  6.3% | -0.8% | 1.0%
22: COC(=O)c1ccc2nc(-c3ccc(Cl)cc3)c(Cc3ccsc3)n2c1
  11.6µM* | nt | ?
23: CCCCOc1cccc(/C=N/NC(=O)c2csc(C)c2C)c1
  23.1µM* | 2.4% | ?
24: C=C[C@@]1(C)CC(=O)[C@]2(O)[C@@]3(C)[C@@H](O)CCC(C)(C)[C@@H]3[C@H](OC(C)=O)[C@H](O)[C@@]2(C)O1
  -14.8% | nt | 16.1%
25: CN(C)CCCNc1nc2cc(-c3ccc(F)cc3)sc2c(=O)n1C
  18.4µM* | nt | 18.4µM*
26: COc1ccc(Cn2c(=O)[nH]c3cc(C(=O)N4CCN(c5ccc(C(C)=O)cc5)CC4)ccc3c2=O)cc1
  14.6µM* | -2.1% | ?
27: COc1ccc(C(C)=O)cc1COc1ccc(Cl)cc1Cl
  ? | 2.7% | -3.4%
28: CCC(C)NC(=O)c1cc(C)no1 (stereo unspecified)
  -9.2% | -1.2% | -6.9%
29: CCc1nc(-c2ccc(-c3ccc(OC)cc3)nc2OC)no1
  ? | -2.7% | ?
30: COc1ccc(-c2ccc(SCC(=O)NC3CCCC3)nn2)cc1OC
  -19.1% | -0.9% | -9.2%

Grouped by structure, the compounds so far containing a thiophene ring, fused or not (six)
Under each structure – TDP1 cell noCPT | KAT2A inh | TDP1 cell CPT
11: CCOC(=O)c1sc(-c2ccc(C)cc2)c(C#N)c1C
  4.7% | 1.2% | 5.2%
13: COCCCn1c(=O)c2sccc2n2c(CCCC(=O)NC3CCC(C)CC3)nnc12 (stereo unspecified)
  ? | 1.7% | ?
15: CN(C(=O)CSc1nc2ccc(NC(=O)c3cccs3)cc2s1)c1ccccc1
  16.4µM* | -4.2% | 23.1µM*
22: COC(=O)c1ccc2nc(-c3ccc(Cl)cc3)c(Cc3ccsc3)n2c1
  11.6µM* | nt | ?
23: CCCCOc1cccc(/C=N/NC(=O)c2csc(C)c2C)c1
  23.1µM* | 2.4% | ?
25: CN(C)CCCNc1nc2cc(-c3ccc(F)cc3)sc2c(=O)n1C
  18.4µM* | nt | 18.4µM*

The main list resumes with the 2 entries that preceded the break.
Under each structure – TDP1 cell noCPT | KAT2A inh | TDP1 cell CPT
29: CCc1nc(-c2ccc(-c3ccc(OC)cc3)nc2OC)no1
  ? | -2.7% | ?
30: COc1ccc(-c2ccc(SCC(=O)NC3CCCC3)nn2)cc1OC
  -19.1% | -0.9% | -9.2%
31: Cc1cccc(CC2CC(=O)N(c3ccc([N+](=O)[O-])cc3)C2=O)c1 (stereo unspecified)
  14.5% | -10.0% | 0.4%
32: O=C(Nc1cc(F)ccc1F)C1CCN(C(=O)c2cnn(-c3ccccc3)c2-n2cccc2)CC1
  25.9µM* | -3.0% | ?
33: CCCOc1ccc(NC(=O)CC2C(=O)N(C)C(=S)N2Cc2ccc3c(c2)OCO3)cc1 (stereo unspecified)
  ? | -9.1% | ?
34: CCSC(=O)N=Nc1ccc(O)cc1
  11.6µM* | nt | 14.6µM*
35: CCN1CCc2c(OCc3ccccc3)cccc2C1=O
  ? | -9.0% | -17.8%
36: O=S1(=O)C=CC(c2ccccc2)C1 (stereo unspecified)
  -11.2% | -3.9% | -17.0%
37: CC(CC(=O)Nc1ccc2c(c1)c(=O)n(C)n2Cc1ccc(Cl)cc1)C(F)(F)F (stereo unspecified)
  9.2µM* | nt | ?
38: CCC(C(=O)NCCc1c[nH]c2cc(OC)ccc12)c1ccccc1 (stereo unspecified)
  ? | -1.3% | -7.8%
39: O=C(O)c1cn(C2CCCCC2)c2ccccc2c1=O
  -20.0% | 3.0% | 4.9%
40: CCn1cc(C(=O)N[C@@H](CCSC)C(=O)NC(C)(C)CO)c(=O)c2cc3c(cc21)OCO3
  -6.2% | -20.6% | -8.7%
41: CO[C@H]1O[C@@H]2O[C@@]3(C)CC[C@H]4[C@H](C)CC[C@@H]([C@H]1C)[C@@]24OO3
  1.5µM* | nt | 2.66µM*
42: CCCOc1ccccc1NC(=O)c1ccc(N)cc1
  -3.7% | -6.8% | -18.0%
43: COc1ccc(Cl)cc1-c1cc(C(=O)Nc2ccc(C(C)(C)C)cc2)[nH]n1
  14.6µM* | nt | 20.6µM*
44: CCOc1ccccc1NC(=O)Nc1nnc(N2CCCC(C)C2)s1 (stereo unspecified)
  ? | -8.0% | ?
45: Cc1ccc(C2N3CC4([N+](=O)[O-])CN2CC([N+](=O)[O-])(C3)C4(C)C)cc1 (stereo unspecified)
  -27.7% | 0.3% | -1.6%
46: C[C@]12CCC[C@H](O1)[C@H]([C@@H](O)c1ccccc1)O2
  5.8% | 0.7% | -9.6%
47: COc1cc(Cl)ccc1NC(=S)N(CCN(C)C)C(C)c1ccncc1 (stereo unspecified)
  -21.1% | -4.0% | -27.8%
48: O=c1cc(O)c(-c2ccccc2)c(Cl)[nH]1
  3.3% | -5.3% | 12.0%
49: COC(=O)CSc1nc(-c2ccccc2)cc(-c2ccco2)c1C#N
  -14.1% | -8.1% | -1.1%
50: C=CCSc1nnc(Cn2c(=O)sc3ccccc32)n1C
  10.5% | -0.8% | 24.5%
51: Cc1nc2nc(-c3cccnc3)[nH]n2c(=O)c1Cc1ccccc1
  -0.4% | -0.4% | 6.3%
52: CN(C)C(CNC(=O)NC1CCCCC1)c1cccnc1 (stereo unspecified)
  0.8% | -12.8% | -2.6%
53: COc1ccccc1C(=O)N/C(=C\c1ccccc1)C(=O)NC(C)C(=O)O (stereo unspecified)
  -11.3% | 7.7% | -5.5%
54: COc1ccc2c(c1OC)C(=O)OC2Nc1ccccc1S(=O)(=O)C(F)F (stereo unspecified)
  -0.4% | -0.8% | 3.5%
55: CCc1nn(CC(=O)NCCCc2ccccc2)c(=O)c2cc3cc(F)ccc3n12
  0.2%&-7.5% | -5.0%&-10.6% | 0.0%&-14.3%
56: Cc1cccc(-n2cc(-c3ccccc3)c3c(NC(C)C)ncnc32)c1
  23.1µM* | 7.0% | 20.6µM*
57: O=C(CCC1CCCN(C(=O)CCC(F)(F)F)C1)NCc1ccc(F)c(F)c1 (stereo unspecified)
  11.7% | -12.9% | 0.8%
58: Cc1cccc(NC(=O)C2(c3ccccc3)CCOCC2)c1
  -1.8% | -22.2% | 3.6%
59: Cc1cccc(Oc2nc3c(c(=O)n(C)c(=O)n3C)n2C)c1C
  -25.1% | -1.8% | -15.9%
60: CCOC(=O)C1(Cc2cccc(Cl)c2)CCCN(CCO)C1 (stereo unspecified)
  -22.4% | -3.2% | -4.8%

Looked up above:
compound 58 @ KAT2A inh = -22.2%
compound 49 @ KAT2A inh = -8.1%

Next section
Under each structure – TDP1 cell noCPT | KAT2A inh | TDP1 cell CPT
61: CCc1cc(C(=O)NCC(c2ccco2)N2CCCCC2)sc1C (stereo unspecified)
  14.6µM* | -1.1% | ?
62: Cc1ccc(-c2nc3c(C)cccn3c2Nc2ccccc2C)s1
  ? | -14.6% | 20.6µM*
63: CC(C)CC(NC(N)=O)C(=O)OCC(=O)Nc1ccc(SC(F)F)cc1 (stereo unspecified)
  -4.1% | -5.6% | 5.4%
64: Cc1ccc(Cl)cc1Nc1nn2c(=O)c3ccc(C(=O)NC(C)c4ccccc4)cc3nc2s1 (stereo unspecified)
  3.26µM* | -11.2% | 6.51µM*
65: COC(=O)Cc1ccccc1NS(=O)(=O)c1ccc(C)cc1
  -3.8% | nt | 0.4%
66: CCCCn1c(N)c(N(CCOC)C(=O)c2cccc(S(=O)(=O)N(C)c3ccc(C)cc3)c2)c(=O)[nH]c1=O
  -10.5% | -2.7% | -3.4%
67: CCN(CC)C(=O)C(=O)c1ccn(-c2c(C)csc2C(=O)OC)c1
  7.7% | 2.9% | -13.2%
68: CC1CCCN(C2(O)C(=O)Nc3ccc(Cl)cc32)C1 (stereo unspecified)
  ? | -5.5% | -9.5%
69: Cc1ccc(NC(=O)C(=O)NCCc2sc(-c3ccc(Cl)cc3)nc2C)cc1C
  -0.2% | -21.8% | -21.9%
70: Cc1ccccc1-c1nnc(-c2ccc(Cl)cc2)o1
  -24.0% | -7.0% | -20.5%
71: C=CCn1c(SCC(=O)Nc2ccc(Br)cc2)nc(O)c(CC)c1=O
  19.1% | -15.5% | -1.3%
72: CC1(c2ccccc2)NC(=O)N(CC(=O)N(CC(=O)Nc2ccccc2C(F)(F)F)Cc2ccco2)C1=O (stereo unspecified)
  -5.1% | 1.4% | -5.7%
73: O=C(NCc1ccccc1)c1csc2c1CCCCC2
  -14.1% | 0.1% | -12.8%
74: O=C(COCc1cc(-c2cccs2)on1)N1CCN(c2ccccc2)CC1
  ? | -2.6% | ?
75: CS(=O)(=O)c1ccc(Cl)c(NC(=O)COC(=O)CCN=C2NS(=O)(=O)c3ccccc32)c1
  -2.3% | -7.7% | -7.9%
76: CCOC(=O)N1CCN(C(=O)c2ccc(N3C(=O)c4ccccc4C3=O)cc2)CC1
  -16.9% | 2.3% | -13.7%
77: O=C(Nc1cc(S(=O)(=O)N2CCOCC2)ccc1N1CCOCC1)c1c(F)cccc1Cl
  -28.8% | 2.4% | 4.7%
78: CC(OC(=O)c1ccc(Cl)nc1)C(=O)NC(C)(C)C (stereo unspecified)
  8.8% | -0.1% | 16.4%
79: CCc1nc2ccc(C(=O)NCCc3c[nH]c4ccccc34)cn2c1N(C)CCCc1ccccc1
  ? | nt | ?
80: Cc1sc2ccccc2[n+]1CCC[n+]1c(C)sc2ccccc21
  1.78µM* | nt | 2µM*
81: Cc1c(C(=O)N2CCOCC2)oc2c1C(=O)CC(C)(C)C2
  -9.1% | -8.8% | -21.9%
82: CCOc1ccccc1Nc1cc(C)nc2nc(C)nn12
  2.4% | -4.0% | 9.4%
83: CCOc1cc(/C=N/NC(=O)CNc2cccc(C)c2)ccc1OC(=O)c1ccccc1
  18.4µM* | 26.8% | ?
84: COC(=O)C[C@H]1C[C@@H]2c3cc(NS(=O)(=O)c4ccc(OC)cc4)ccc3O[C@@H]2[C@H](CO)O1
  4.2% | nt | 6.9%
